Compound activity deposited in PubChem by several laboratories.
AID2073 – inhibitors of Mint1-CaV2.2 protein interaction, biochemical, HTRF (AID 2073). Voltage-dependent N-type calcium channel subunit alpha-1B (Homo sapiens). HTRF protein-protein interaction, Mint1-CaV2.2; higher % means a stronger effect. 0.19% of 290,000 active. inhibition, % at 20 µM; hits with a dose series show IC50 in µM; in the data active = inhibition mostly above about 51%, no sharp cut-off; inconclusive = no clear call, values can overlap the other calls; inactive = mostly below about 53%; also: some results filed as inactive read as strong as hits
Myeloid diff 2 – induction of myeloid progenitor differentiation, primary screen, cell-based, flow cytometry, MLPCN library | AID 624256, 2012 | 1% of 360,000 active | ER-HoxA9 myeloid progenitors, lysozyme-GFP differentiation | calls only at 10 µM;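 active = normalized GFP-positive differentiation at or above the plate's own cutoff, the solvent-only control mean plus 3 SD; inconclusive = no clear call, values can overlap the other calls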;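 also: cells exposed to compound for four days before flow analysis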
NS5 inhibitors – Dengue-2 NS5 methyltransferase inhibitors, primary screen, biochemical, confirmation dose response (AID 588689) | Genome polyprotein (Dengue virus type 2 (strain 16681-PDK53)) | Dengue-2 NS5 methyltransferase capping enzyme assay, biochemical; higher % means a stronger effect | one-dose inhibition, % at 25 µM; IC50 in µM for titrated hits | 0.3% of 340,000 active; in the data active = a potency from the dose series; inconclusive = inhibition above about 29% without an active follow-up result
XIAP antagonists – XIAP antagonists, biochemical, IAP family, fluorescence polarization (AID 1018). XIAP BIR domain, fluorescence polarization peptide displacement; higher % means a stronger effect. displacement, % at 20 µM, or IC50 in µM where a hit was titrated. 0.007% of 200,000 active; in the data active = displacement above about 50%; also: a part of the inactive calls stands beside numbers as strong as those of hits
HIV fusion peptide – inhibitors of HIV fusion peptide binding, primary screen, biochemical, uHTS, fluorescence dequenching (AID 1986). inhibition, % at 20 µM, or IC50 in µM where a hit was titrated. 0.3% of 290,000 active. cell-free peptide binding, fluorescence dequenching, 30 min; higher % means a stronger effect; in the data active = inhibition mostly above about 52%, no sharp cut-off; inactive = mostly below about 76%; also: some results filed as inactive read as strong as hits
HEK293 NOD2/NF-kB – NOD2 signaling inhibitors, cell-based, luminescence, uHTS, HEK293 (AID 1566). 0.63% of 290,000 active. HEK293 NOD2/NF-kB luciferase reporter, luminescence; higher % means a stronger effect. one-dose inhibition, % at 4 µM; EC50 in µM for titrated hits; also: many of its hits are not listed in these tables
Siah-1 displacement – Siah-1 peptide-binding antagonists, primary screen, biochemical, fluorescence polarization, rhodamine-plectin, uHTS (AID 1817); one-dose displacement, % at 20 µM; IC50 in µM for titrated hits; 0.02% of 290,000 active; Siah-1 / rhodamine-plectin peptide fluorescence polarization; higher % means a stronger effect; E3 ubiquitin-protein ligase SIAH1 (Homo sapiens);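 active = displacement of at least 50% at 20 µM, with a fluorescence ratio check between 0.3 and a set limit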;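 also: plate controls were Siah plus tracer with DMSO for no effect and tracer alone without Siah for full effect; strong numbers were not always called active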
LYP phosphatase – inhibitors of LYP phosphatase, biochemical, fluorescence intensity, uHTS (AID 1779). Tyrosine-protein phosphatase non-receptor type 22 (Homo sapiens). recombinant LYP phosphatase, fluorescence intensity; higher % means a stronger effect. inhibition, % at 11.5 µM; hits with a dose series show IC50 in µM. 0.054% of 290,000 active;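 also: plate controls were vehicle with enzyme for no effect and no enzyme for full effect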
Lipid droplet – inhibitors of hepatocyte lipid droplet formation, primary screen, imaging, high-throughput imaging, BODIPY stain. AML12 mouse hepatocytes, oleate lipid droplets. inhibition, % at 6.5 µM. 0.4% of 240,000 active. AID 1656, 2009;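 active = lipid droplet intensity inhibited by at least 50%, with more than 500 cells counted; inconclusive = wells with under 300 cells, treated as cytotoxic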
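Material: mouse AML12 hepatocyte cell line, fixed after treatment; Timing: compound with oleate, overnight; Technique: high-content imaging of BODIPY-stained droplets and DAPI nuclei; Probe or stimulus: oleate, 100 µM final; Dosing: compound at 6.5 µM only.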
Lipid droplet cells 6.5 µM – also measured in Lipid droplet; calls as there; cell count; measured here: cell count, cytotoxicity flag;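 cells counted across two imaged fields per well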
NS5 inhibitors pilot replicate – recorded beside NS5 inhibitors, whose call it bears; inhibition, %; measured here: pilot screen replicate inhibition
Myeloid diff 2 GFP+ MAC1+ % – second read-out of Myeloid diff 2, no call of its own (marks repeat the call); GFP+ MAC1+ double positive, %; measured here: differentiation confirmed by MAC1 staining
Active calls of the source: *; i = inactive; u = inconclusive; x = not tested or not shown. Rule as the data show it, unless noted: active = inhibition above about 50%; inactive = the rest. This is a subset; the hit share may differ from the screen's.

SMILES	AID2073	Myeloid diff 2	Myeloid diff 2 GFP+ MAC1+ %	NS5 inhibitors	XIAP antagonists	HIV fusion peptide	HEK293 NOD2/NF-kB	Siah-1 displacement	LYP phosphatase	Lipid droplet	Lipid droplet cells 6.5 µM	others
Fc1ccc(NC(=S)N2CCN(c3ncccn3)CC2)cc1	-9%	i	0.7	-15%	0.0%	-1.8%	-17%	-6%	-7%	22	670
Cc1ccc(S(=O)(=O)CC(=O)Nc2ccc3nc(C)sc3c2)cc1	5%	i	4.0	-1%	x	-1.4%	16%	-4%	-13%	-14	669
COc1cc(/C=N/NC(=O)CNC(=O)c2ccc3c(c2)OCCO3)ccc1O	12%	i	5.9	-6%	-2.6%	-1.0%	18%	8%	-2%	-10	692
CCn1c(=O)cc(O)c2c(=O)n(C)c(=O)n(C)c21	8%	i	1.2	2%	-4.8%	1.4%	-16%	-3%	2%	x	x
COc1cccc(CNS(=O)(=O)c2cc3c(cc2C)NC(=O)CO3)c1	-4%	i	3.2	3%	x	0.4%	10%	9%	-6%	-4	745
C=CCNC(=S)N/N=C(\C)c1cc(OC)c(OC)c(OC)c1	2%	i	0.4	-4%	-1.5%	1.1%	21%	2%	-5%	29	709
CCOC(=O)COc1ccc(/C=C2/SC(=Nc3ccccc3)N(Cc3cccnc3)C2=O)cc1OC	6%	i	0.8	3%	-2.3%	-2.8%	12%	2%	0%	-3	795
O=S(=O)(CC(CN1CCCCC1)N1CCCCC1)c1ccc2ccccc2c1 (centres undefined)	9%	u	x	-1%	-7.6%	-1.4%	4%	1%	-4%	3	697
Cc1ccc(OCC(=O)NS(=O)(=O)c2ccc(Cl)cc2)cc1	0%	x	x	-2%	x	1.4%	-9%	0%	-11%	16	745
Cc1ccccc1CS(=O)(=O)c1ccc(C(=O)N2CCOCC2)cc1[N+](=O)[O-]	9%	u	x	-5%	x	-0.9%	2%	7%	-7%	-1	754
CC(C)c1ccc(C(O)Cc2nc3ccccc3n2C)cc1 (centres undefined)	-5%	i	0.3	-2%	x	2.5%	-11%	10%	-2%	-8	731
CCOC(=O)c1cnn(CCOC(=O)c2ccccc2)c1NC(=O)c1ccccc1	-1%	i	0.6	-4%	-0.8%	-0.1%	-2%	3%	6%	-18	670
O=C1C2C3C=CC(C2C(=O)N1C1CCCCC1)C1C2C(=O)N(C4CCCCC4)C(=O)C2C31 (centres undefined)	5%	i	1.0	5%	-7.6%	2.5%	16%	6%	-7%	12	673
CCN1C/C(=C/c2cccs2)c2nc3ccccc3c(C(=O)O)c2C1	-4%	i	1.0	u	x	7.8%	-25%	-8%	-15%	17	798
O=C(CSc1ccc(-c2ccccc2)nn1)N1CCN(c2ccccc2)CC1	1%	i	1.5	-5%	-3.8%	-1.1%	-27%	0%	-1%	2	690
CCOC(=O)c1c(C)[nH]c(C(=O)CSc2ccccc2)c1C	12%	i	0.8	0%	16%	-1.1%	-256%	-6%	-8%	x	x
Cn1c(=O)c2c(nc(CN3CCC(Cc4ccccc4)CC3)n2CCN2CCOCC2)n(C)c1=O	26%	i	0.5	-13%	-4.4%	2.1%	-20%	-6%	-8%	-1	747	NS5 inhibitors pilot replicate=-2.7
O=C(N/N=C/c1coc2ccccc2c1=O)c1ccc(Cl)cc1	16%	i	0.5	-3%	x	-2.7%	-2%	2%	-10%	-10	830
Cc1c(NC(=O)Nc2ccccc2C(F)(F)F)c(=O)n(-c2ccccc2)n1C	0%	i	0.3	-10%	x	0.5%	-9%	5%	-4%	2	851
COc1ccc(CCNC(=O)c2nnn(-c3cccc(C)c3)c2N)cc1OC	-16%	i	2.1	-4%	-3.2%	-1.6%	13%	1%	-7%	-9	764
Cc1nc2c(cnn2-c2ccccc2)c(=O)n1/N=C/c1ccccc1	3%	i	0.6	-5%	x	-1.3%	14%	5%	4%	-20	729
O=S1(=O)CCOC[C@H](CC2CCCCC2)N1Cc1ccc(Cl)cc1	-1%	i	1.7	0%	x	-1.5%	3%	1%	-5%	-3	809
C/C(=N\NC(=O)C(N)=O)c1ccc(OC(F)F)cc1	29%	u	x	2%	-7.8%	0.7%	8%	1%	0%	5	685
CCN(CC)S(=O)(=O)c1ccc(NC(=O)COC(=O)c2cnc(C)cn2)cc1	12%	i	0.3	0%	-1.9%	-0.4%	11%	-2%	-6%	6	683
Cc1cccnc1CCNC(=O)CCc1nnc(-c2ccccc2)o1	-11%	i	0.3	-6%	1.3%	-0.8%	8%	-8%	-9%	11	688
COc1ccc(NC(=O)CSCC(=O)NCCc2ccccn2)cc1	-9%	i	0.4	-1%	-2.5%	-1.5%	17%	3%	-6%	-3	633
Cn1c(CO)cnc1S(=O)(=O)Cc1ccc([N+](=O)[O-])cc1	-4%	i	0.8	-6%	-0.7%	0.9%	-2%	-4%	-2%	9	635
c1ccc(OCCN2CCN(C(c3ccccc3)c3ccccc3)CC2)cc1	10%	i	0.3	-10%	x	0.7%	-7%	1%	-7%	4	865
O=c1c2ccccc2n(Cc2ccccc2F)c(=O)n1Cc1ccccc1F	7%	i	1.1	-8%	-1.2%	-1.5%	-3%	1%	-4%	x	x
NC(=O)c1cc(S(=O)(=O)N2CCOCC2)cs1	3%	i	2.3	0%	x	1.5%	6%	11%	-4%	-14	743

3 compounds from above, arranged by heavy-atom count, falling:
SMILES	AID2073	Myeloid diff 2	Myeloid diff 2 GFP+ MAC1+ %	NS5 inhibitors	XIAP antagonists	HIV fusion peptide	HEK293 NOD2/NF-kB	Siah-1 displacement	LYP phosphatase	Lipid droplet	Lipid droplet cells 6.5 µM	others
c1ccc(OCCN2CCN(C(c3ccccc3)c3ccccc3)CC2)cc1	10%	i	0.3	-10%	x	0.7%	-7%	1%	-7%	4	865
COc1ccc(NC(=O)CSCC(=O)NCCc2ccccn2)cc1	-9%	i	0.4	-1%	-2.5%	-1.5%	17%	3%	-6%	-3	633
C/C(=N\NC(=O)C(N)=O)c1ccc(OC(F)F)cc1	29%	u	x	2%	-7.8%	0.7%	8%	1%	0%	5	685

Other structures
SMILES	AID2073	Myeloid diff 2	Myeloid diff 2 GFP+ MAC1+ %	NS5 inhibitors	XIAP antagonists	HIV fusion peptide	HEK293 NOD2/NF-kB	Siah-1 displacement	LYP phosphatase	Lipid droplet	Lipid droplet cells 6.5 µM	others
Nc1nc2n(n1)C(c1ccco1)CC(c1ccc(F)cc1)N2 (centres undefined)	-4%	i	1.3	1%	-7.1%	1.1%	-4%	1%	-4%	x	x
Cc1nn(C)c(C)c1S(=O)(=O)N1CCC(CO)(CC2CCCCO2)CC1 (centres undefined)	-1%	i	0.3	-12%	-0.1%	2.3%	8%	-3%	-3%	5	756
CCN1C(=O)/C(=C/c2nc3ccccc3c(=O)[nH]2)c2ccccc21	23%	i	0.5	-2%	-3.5%	-2.6%	4%	0%	7%	-25	715
CCn1c(CNC(=O)COc2ccc(C(C)C)cc2)nnc1SCC(=O)Nc1ccccc1	0%	i	1.5	1%	-0.9%	-1.3%	7%	-5%	-1%	16	764
CCC(C)NS(=O)(=O)c1ccc(OCC(=O)NCc2ccco2)cc1 (centres undefined)	12%	i	1.0	-5%	-1.5%	-0.1%	0%	-3%	-10%	-25	813
CCc1ccccc1NC(=O)COc1cccc(-n2cnnn2)c1	26%	i	0.4	-5%	x	0.1%	-19%	-5%	-10%	1	869
Cc1cccc(NC(=S)N(CCCN2CCCC2)Cc2cccn2Cc2ccc(Cl)cc2)c1	-1%	i	0.1	-16%	-5.5%	-0.6%	-5%	-4%	-10%	6	671
NC(=O)CC(NC(=O)Cc1cccc2ccccc12)c1ccc(NCC2CC2)c([N+](=O)[O-])c1 (centres undefined)	14%	i	0.8	10%	x	-0.5%	-7%	0%	-7%	3	725
O/C(=C\c1ccc2ccccc2n1)c1ccc(O)cc1O	16%	i	0.6	-42%	-2.2%	31%	-214%	-2%	-7%	31	676
COc1ccc(C2/C=C\CN(C(=O)Nc3ccc(C(F)(F)F)cc3)CC(=O)N2Cc2ccc(F)cc2)cc1 (centres undefined)	3%	i	1.4	-3%	x	2.8%	2%	11%	5%	25	720
CCN(CC)C(=O)CN(C#N)c1nc(Cl)nc(N(C)C)n1	-2%	i	0.1	0%	-1.9%	-0.6%	-1%	1%	-9%	0	638
Cc1oc(-c2ccccc2F)nc1CS(=O)(=O)CC(=O)NC(C)CCc1ccccc1 (centres undefined)	8%	i	0.0	-2%	x	0.5%	8%	1%	-8%	-4	792
CCn1c(SCC(=O)Nc2nc(-c3ccccc3)cs2)nc2c1c(=O)n(C)c(=O)n2C	4%	i	0.5	-6%	-9.3%	0.8%	13%	10%	-13%	0	706
CCOC(=O)N1CCN(Cc2nc3cc(NC(=O)c4cccs4)ccc3n2C)CC1	-2%	i	1.3	-2%	x	0.0%	13%	4%	4%	0	837
COC(=O)c1cc(S(=O)(=O)NCc2ccccc2)cn1C	23%	i	2.2	-4%	x	-1.0%	0%	5%	-11%	-5	820
CC(C)c1ccc(CNn2cnnc2)cc1	11%	i	0.2	-5%	x	1.5%	-14%	2%	-2%	x	x
COc1ccc(C[C@H]2CN3C(=NC[C@H]3Cc3ccccc3)N2CCNC(=O)c2ccc(C)c(Br)c2)cc1	20%	i	1.7	-10%	x	0.4%	22%	2%	-10%	54*	686*
Cc1ccc2[nH]c(=O)c(CN(CCCO)S(=O)(=O)c3c(C)ccc4nsnc34)cc2c1	-1%	i	5.0	0%	-0.6%	-2.3%	6%	8%	0%	-6	702
COc1ccc(OC)c(NC(=O)CSc2nnnn2C2CCCC2)c1	10%	i	0.9	-8%	x	0.8%	-15%	-1%	-10%	4	772
O=C(COC(=O)c1cc(=O)c2ccccc2o1)NCC1CCCCC1	7%	i	0.3	-3%	-5.4%	-1.6%	0%	4%	3%	4	668
CCCCNC(=S)N=Nc1c(O)n(Cc2ccccc2)c2ccccc12	11%	i	1.5	-7%	0.1%	0.6%	-3%	0%	0%	-2	620
CCN(CC)C(=O)/C(=C/c1ccc(F)cc1)NC(C)=O	-1%	i	0.3	-3%	-3.8%	-1.5%	6%	-1%	-10%	-3	629
COC(=O)C1=C(C)Nc2nc3ccccc3n2C1c1ccccc1F (centres undefined)	-14%	i	0.4	x	x	0.9%	-14%	7%	-4%	0	714
Nc1ccc(OCCCc2c(N)nc(N)nc2N)cc1	23%	i	0.9	5%	x	-1.7%	2%	-6%	-19%	-3	720
CCc1cc2cc(C)ccc2nc1SCC(=O)NC1CCCC1	8%	u	x	-9%	x	-0.4%	13%	1%	-7%	12	764
